Screens from PubChem.
D2 ag = D2 dopamine receptor (human) agonism. P14416. HEK293 T-REx D2 cells, calcium flux agonist mode. activation, % at 2 µM. hit rate 0.53% among 340,000;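 active = activation over 3 SD above normal in the single-dose calcium agonist read, cut at about 30% in these data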; also: 0% is about no effect
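Tetracycline-induced HEK293 Trex cells with D2 receptor force-coupled to calcium signaling, plated overnight at 30 C and loaded with no-wash calcium dye. Calcium flux read kinetically for 180 s after compound addition; responses flag agonists.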
D2 antagonist = antagonists of human D2 dopamine receptor; HEK293 TREx D2 cells, calcium flux, dopamine EC80; inhibition, % at 10 µM; hit rate 2% among 340,000; AID 485344; in the data active = inhibition above about 30%; also: 0% is about no effect
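Dopamine at EC80 is the agonist stimulus; test compounds precede it by 180 s. Calcium flux read kinetically in a force-coupled, inducible HEK293 T-REx D2 cell line.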
D1 agonist = human D1 receptor agonism; P21728; HEK293 T-REx D1 cells, calcium flux, agonist mode; activation, % at 2 µM; hit rate 1% among 360,000; in the data active = activation above about 30%; also: 0% is about no effect
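Inducible HEK293 T-REx D1 cells, force-coupled to calcium signalling, were plated at 4000 cells/well with tetracycline and held overnight at 30 C. After no-wash calcium dye loading, compound-evoked calcium rise over 180 s flagged agonists.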
TRHR PAM = allosteric enhancers of human TRH receptor. P34981. TRHR cells, fluo-8 calcium fluorescence, EC20 TRH enhancement. enhancement, % at 2 µM. hit rate 0.66% among 360,000. AID 493056; in the data active = enhancement above about 30%; also: 0% is about no effect
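TRHR-expressing cells loaded with fluo-8 calcium dye were read kinetically (ex 480/em 530) during compound addition, then stimulated with an EC20 of TRH (10 nM final). Enhancement of the Gq-mediated intracellular calcium response was scored.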
D1 potentiator = human D1 dopamine receptor positive modulation; HEK293 TREx D1 cells, calcium flux, dopamine EC20 potentiation; potentiation, % at 10 µM; hit rate 0.036% among 360,000; AID 504651; in the data active = potentiation above about 30%; also: 0% is about no effect
RXFP1 agonist = agonists of human relaxin receptor RXFP1. Q9HBX9. HEK293T-RXFP1 cAMP TR-FRET, 30 min; response scale: percent of porcine relaxin response, buffer zero. Potency, µM (series often up to 57.5 µM), for the others: at the top dose activation, hits mostly activators. hit rate 0.3% among 370,000. AID 2676; active = well fitted activation curve with a large enough effect; inconclusive = small, poorly fitted or top-dose-only effect; also: potency is read from the fitted curve at half-maximal effect; % is scaled to controls: 0 for no effect and ±100 for the full control effect; nearly all actives have a fitted effect of over 60% in size; many of its hits are not listed in these tables
Target sequence (Q9HBX9 whole entry, looked up): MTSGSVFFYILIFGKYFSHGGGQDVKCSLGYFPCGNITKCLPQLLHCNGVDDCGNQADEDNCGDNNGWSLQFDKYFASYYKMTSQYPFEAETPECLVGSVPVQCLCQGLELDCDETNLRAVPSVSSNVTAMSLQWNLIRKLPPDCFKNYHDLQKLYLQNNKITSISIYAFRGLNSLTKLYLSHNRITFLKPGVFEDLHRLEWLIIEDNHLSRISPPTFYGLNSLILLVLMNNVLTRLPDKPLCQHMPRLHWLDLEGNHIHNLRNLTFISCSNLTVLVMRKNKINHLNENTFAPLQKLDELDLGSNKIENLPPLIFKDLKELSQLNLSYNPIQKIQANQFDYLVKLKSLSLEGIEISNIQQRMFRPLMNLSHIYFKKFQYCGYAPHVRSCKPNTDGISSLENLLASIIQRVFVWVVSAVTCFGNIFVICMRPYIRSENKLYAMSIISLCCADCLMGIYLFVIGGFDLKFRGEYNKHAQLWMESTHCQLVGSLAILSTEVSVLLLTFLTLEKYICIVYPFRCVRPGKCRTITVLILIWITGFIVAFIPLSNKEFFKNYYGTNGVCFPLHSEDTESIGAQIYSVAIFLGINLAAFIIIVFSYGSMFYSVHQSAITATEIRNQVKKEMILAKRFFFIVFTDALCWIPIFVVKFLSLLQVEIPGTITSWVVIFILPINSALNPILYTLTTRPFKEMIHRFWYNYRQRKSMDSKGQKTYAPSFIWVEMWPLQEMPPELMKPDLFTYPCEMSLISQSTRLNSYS
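cAMP rise read by TR-FRET after 30 min, 37C compound exposure (up to 58 uM) in RXFP1-transfected HEK293 cells with Ro 20174 present. EC50 from Hill-equation fits, with 29 nM porcine relaxin as 100% and buffer as basal.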
RXFP1 antag = blocks the human relaxin receptor RXFP1. HEK293-RXFP1, relaxin-stimulated cAMP HTRF, 30 min; hits give low values. hit rate 0.59% among 350,000. Q9HBX9. activity change, negative = inhibition, % at 57.5 µM;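 active = activity change of -60% or lower, but not beyond a set lower limit; inconclusive = change between -60% and -40%, or beyond the set limit; inactive = change above -40%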; also: % is scaled to controls: 0 for no effect and ±100 for the full control effect
D1 antagonist = antagonists of human D1 dopamine receptor; P21728; HEK293 TREx D1 cells, calcium flux, dopamine EC80; hits give low values; activity change, negative = inhibition, % at 10 µM; hit rate 3.2% among 360,000; in the data active = activity change below about -30%; also: % is scaled to controls: 0 for no effect and ±100 for the full control effect
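Inducible Hek293 Trex D1 cells (tetracycline, overnight, 30 C). Calcium dye 30–90 min RT. Antagonist mode: EC80 dopamine added after 180 s compound read.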
D2 potentiator = positively modulates the human D2 dopamine receptor allosterically; HEK293 T-REx D2, calcium flux, EC20 dopamine potentiation; hit rate 0.34% among 340,000; potentiation, % at 10 µM; P14416;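 active = potentiation over 3 SD above the plate norm, cut at about 30% in these data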; also: 0% is about no effect
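Potentiation of an EC20 dopamine calcium response measured kinetically over 180 s, after a preceding 180 s compound-only read flagging agonists. Cells: inducible Hek293 Trex D2 line, 4000/well, cultured overnight at 30 C before dye loading.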
* hit, by the source's call; ? = inconclusive; nt = not tested or not shown; & = joins results of further samples; [ ] = dose if it differs, or a comment. A portion of the library; count on the stated rates, not on these rows.

SMILES	D2 ag	D2 antagonist	D1 agonist	TRHR PAM	D1 potentiator	RXFP1 agonist	RXFP1 antag	D1 antagonist	D2 potentiator
N#CC1=C2N=C(N)c3ccccc3N2C2=C(C(=O)CCC2)C1c1ccccc1F (stereo not drawn)	-1.1	-1	2	5	-4	-0.6%	-2	-3	0
COCCCNC(=O)C1CCC(CNS(=O)(=O)c2ccc3c(c2)N(C(C)=O)CCO3)CC1 (stereo not drawn)	0.9	-20	1	14	14	-2.6%	-23	26	-4
CONc1nc2nonc2nc1NOC	-0.1	5	5	-3	-4	-0.2%	1	3	-12
COc1cc2c(cc1OC)-c1cc(Nc3cccc(F)c3)nc(=O)n1CC2	-1.0	-1	0	0	4	-0.7%	-4	14	-6
CC(Oc1cc2oc(=O)c3c(c2cc1Cl)CCC3)C(=O)NCC1CCC(C(=O)O)CC1 (stereo not drawn)	-0.1	12	5	4	-2	5.0%	-18	-24	9
COc1ccc(Cn2c(O)c(/C=N/NC(=O)c3cccnc3)c3ccccc3c2=O)cc1	18	-6	90*	0	6	1.1%	-6	10	-7
COc1ccc(/C=C(\NC(=O)c2ccc(C)cc2)C(=O)N2CCCCC2)cc1	-1.5	2	0	3	1	1.5%	4	8	12
COc1ccc(C(=O)O/N=C(\N)Cc2cccs2)cc1OC	-0.6	7	0	-1	-6	1.2%	-3	13	14
CC1CCCC(C)N1C(=O)COc1ccc(C(=O)N/N=C/c2ccc(C(=O)O)cc2)cc1 (stereo not drawn)	1.7	-2	2	14	-3	-1.7%	14	9	-3
Cc1cc(C)cc(Oc2nc3c(c(=O)n(C)c(=O)n3C)n2Cc2ccc(F)cc2)c1	-0.8	nt	1	9	-5	8.4%	5	-5	2
O=C(Nn1c(C2CC2)nc2ccccc2c1=O)c1ccco1	-0.2	-11	0	-10	-4	-1.0%	-21	-8	11
Cc1ccccc1CN1CCC(n2nccc2NC(=O)c2ccc3c(c2)OCO3)CC1	-0.1	-6	0	-4	1	1.8%	6	8	-1
COc1ccc(N2CCN(C(=O)c3cc([N+](=O)[O-])ccc3N3CCN(CCO)CC3)CC2)cc1	1.0	8	4	-4	4	-5.9%	-14	8	-16
Cc1cc(C)n2nc(C(=O)OCC(=O)N(C)C3CCS(=O)(=O)C3)nc2n1 (stereo not drawn)	-1.4	11	2	-9	5	1.0%	1	-13	18
Cc1ccc(NCCC(=O)c2cccc([N+](=O)[O-])c2)c(C)c1	1.1	11	2	2	-3	-1.7%	-23	-2	-7

Looked up above.
TRHR PAM result of CC(Oc1cc2oc(=O)c3c(c2cc1Cl)CCC3)C(=O)NCC1CCC(C(=O)O)CC1 (stereo not drawn) stands at 4
D2 potentiator result of COCCCNC(=O)C1CCC(CNS(=O)(=O)c2ccc3c(c2)N(C(C)=O)CCO3)CC1 (stereo not drawn) stands at -4

(further entries)
SMILES	D2 ag	D2 antagonist	D1 agonist	TRHR PAM	D1 potentiator	RXFP1 agonist	RXFP1 antag	D1 antagonist	D2 potentiator
CC(=O)Nc1ccc2sc(NC(=O)CN3CCOCC3)nc2c1	1.1	-3	4	-3	-1	-0.3%	-1	-24	4
CC(CCc1ccccc1)NS(=O)(=O)c1ccccc1Cl (stereo not drawn)	-0.2	-31	1	3	-6	6.1%	-5	12	-7
CCOC(=O)C(=O)Nc1ccccc1C(=O)NCc1ccccc1	-2.7	7	1	-5	1	-1.2%	4	-14	4
C1CCc2nc3c(nc2C1)CCCC3	0.5	15	2	-2	-1	0.8%	14	0	-1
Cc1cccc(NC(=O)NCC2CC2)c1	-0.7	13	-1	-2	-8	5.4%	2	-9	9
ONC(=Nc1ccc(Cl)cc1)c1ccccc1Cl	1.1	4	3	-2	-10	-1.6%	4	-13	11
O=C(c1ccccc1)N1CCC(c2nc3c(nnn3Cc3ccccc3Cl)c(=O)[nH]2)CC1	0.1	1	5	-1	-1	0.4%	0	10	2
COc1ccc(OC)c(CCNC(=O)C(C)n2nc(C)c3c(C)n(-c4ccccc4)nc3c2=O)c1 (stereo not drawn)	-0.6	-8	2	-3	-1	1.4%	7	-4	-7
Cc1ccc(OCCOc2cccc3ccc(C)nc23)c([N+](=O)[O-])c1	-1.3	-22	5	23	-1	-0.7%	-13	-1	10
CCOC(=O)C1CCCN(C(=O)Cc2c(F)cccc2Cl)C1 (stereo not drawn)	-0.6	0	4	-3	3	3.5%	9	-5	5
O=C(C[n+]1cccc(Br)c1)c1ccccc1	-0.5	9	1	13	1	-0.4%	1	-23	5
CCOCCCn1cnc2c([nH]c3cc(OC)ccc32)c1=O	-0.9	-22	2	-3	-4	3.2%	12	2	12
O=C(Nc1ccccc1[N+](=O)[O-])C1C(c2ccccc2)=C1c1ccccc1	0.7	27	3	-9	-1	0.9%	-12	0	-7
COc1ccc(CNC(=O)CCN2C(=S)NC(C)(C)CC2C)cc1 (stereo not drawn)	nt	nt	1	21	-3	-2.4%	14	-5	nt
O=C(/C(Cl)=C/Nc1ccc(Br)cn1)C(F)(F)F	2.4	12	1	0	9	2.0%	-7	-18	2
COc1cccc(C2Nc3ccccc3NC3=C2C(=O)CC(C)(C)C3)c1 (stereo not drawn)	0.7	16	1	12	-4	-1.3%	-5	17	-5
COc1ccccc1/C=C1\SC(=O)N(CCC(=O)NNC(=O)c2ccccc2Cl)C1=O	-1.2	0	3	2	-5	1.9%	-4	-16	-1
Cc1nn(CC(=O)NC(C)c2ccccc2)c(=O)c2cc3occc3n12 (stereo not drawn)	0.2	nt	-1	-11	-1	0.0%	nt	-3	-8
COc1ccc2c(c1)c1c(c(=O)n(-c3ccc(F)c(Cl)c3)c(=O)n1Cc1cccc(C)c1)n2C	1.0	nt	4	0	-2	13%	nt	-1	6
CCCn1c(SCC(=O)Nc2cc(S(=O)(=O)N3CCOCC3)ccc2Cl)n[nH]c1=O	2.0	10	1	-10	-3	2.8%	3	5	-3
CCOc1ccccc1N(CC(=O)N1CCC(C)CC1)S(=O)(=O)c1ccc(C)cc1	1.6	17	5	-12	10	-1.4%	-3	-14	5
CCC1(c2ccccc2)NC(=O)N(CC(=O)N2CCN(S(=O)(=O)c3ccccc3)CC2)C1=O (stereo not drawn)	-0.4	7	1	-4	-4	-0.7%	nt	-9	-3
CCOC(=O)c1cnc(NCc2ccccc2OC)c2ccccc12	nt	nt	2	3	-1	3.4%	0	10	11
C=CCO/N=C(/CCC)C1=C(N)CC(C)(C)CC1=O	0.5	-6	1	-3	1	0.1%	17	-1	-3
CC1=C(C(=O)Nc2ccccc2)C(c2cccc([N+](=O)[O-])c2)Nc2nc3ccccc3n21 (stereo not drawn)	-0.6	11	1	6	-8	-2.0%	9	-1	2
CCOc1ccc(-c2nnc(SCC(=O)NC3CCCCC3)nc2-c2ccc(OCC)c(OC)c2)cc1OC	0.3	nt	1	-3	4	2.2%	-34	16	-8
Cc1nc(SC2CC(=O)N(c3cc(Cl)cc(Cl)c3)C2=O)nc2c1CCCC2 (stereo not drawn)	-0.6	0	4	0	5	2.5%	-21	51	12
C/C(=N\Nc1ccccn1)c1ccc(C(C)C)cc1	-0.3	-2	5	26	-1	-0.9%	-1	-4	0
COC(=O)c1c(NC(=O)c2ccc(Br)s2)sc2c1CCC2	0.1	5	1	4	7	5.2%	-14	7	0
Cc1sc(-n2c(C)cc(/C=N/n3cnnc3)c2C)c(C#N)c1C	2.2	5	7	11	-4	3.0%	-23	-20	1
Cc1ccc(NC(=O)C(=O)NCC(c2ccc3c(c2)OCO3)N2CCN(C)CC2)cc1C (stereo not drawn)	0.7	nt	2	2	4	-1.3%	5	6	2
COc1ccc(CN2COc3ccc4c(-c5ccccc5)cc(=O)oc4c3C2)cc1	-1.1	nt	28	0	-1	12%	-27	-25	7
Cc1ccc(Sc2c(C)nn(C(=O)c3cccc(S(=O)(=O)N4CCOCC4)c3)c2C)cc1	-1.1	4	4	-4	-6	-0.7%	-8	-6	-2
O=C(COC(=O)c1ccccc1Sc1ccc(C(F)(F)F)cc1[N+](=O)[O-])NC(=O)NC1CCCC1	-0.5	-1	8	-5	1	-0.8%	5	21	5
O=C(NCCN1CCN(C(=O)C(c2ccccc2)c2ccccc2)CC1)C(=O)Nc1ccccc1	0.0	0	0	4	-1	0.8%	7	1	4
CCOc1ccccc1NC(=O)C1=C(C)Nc2ncnn2C1c1ccc(NC(C)=O)cc1 (stereo not drawn)	1.2	nt	1	1	-3	1.2%	nt	4	-8
COc1ccc(N=C2NC(=O)/C(=C\C=C\c3ccco3)S2)cc1	-1.2	-6	1	-14	-1	4.6%	?	-2	5
O=C(CN1N=C(c2ccc(Cl)cc2)CCC1=O)NCCc1ccccc1	0.2	nt	-2	7	-1	-0.3%	-6	6	-11
Cc1nn(-c2ccccc2)c(N2CCCC2)c1C=O	1.3	13	2	-7	-1	-0.3%	1	-10	1
CC1(C)CC(=O)C2=C(C1)O[C@@]1(c3ccsc3)Cc3cc(C#N)ccc3C2O1	nt	nt	0	5	-1	3.1%[11.5 µM]	nt	-5	nt
COc1ccc(Cc2nc3ccc(C(=O)N(C)CCO)cc3o2)cc1	-0.7	-5	7	4	4	0.8%	-3	0	15
COC(=O)c1ccc(OC)c(CSc2nnc(-c3ccc(C(C)(C)C)cc3)o2)c1	1.7	7	4	-2	8	1.7%	2	-5	0
CCOc1ccccc1CNS(=O)(=O)c1csc(C(N)=O)c1	0.9&0.3	-12	7&2	-9&0	-6&-2	-1.6%&0.2%	0	5&8	-5&3
CC(C)(C)c1ccc(-c2csc(NC(=O)CN3C(=O)NC4(CCCCC4)C3=O)n2)cc1	0.0	10	-1	7	3	1.2%	-1	9	3
C=CCOC(=O)C1=C(C)NC(SC)=C(C#N)C1c1cccs1 (stereo not drawn)	0.2	19	0	-10	-6	2.8%	8	-20	5
O=[N+]([O-])c1cc(-c2nc(-c3ccco3)no2)ccc1NCc1ccccc1	-1.3	nt	-2	-1	3	18%	nt	-28	-19
O=C(C1=C[C@@H](c2coc3ccccc3c2=O)C[C@@H](OCc2ccc(CO)cc2)O1)N1CCN(Cc2ccc3c(c2)OCO3)CC1	-0.6	-10	3	4	-3	0.4%	nt	15	5
CC(C)CC(=O)N1CCN(S(=O)(=O)c2ccc(F)cc2)CC1	1.0	-1	5	-7	2	2.4%	20	9	nt
Cc1cc(C)c(C#N)c(SCC(=O)Nc2ccccc2C#N)n1	-0.1	nt	1	-6	-1	23%	nt	-9	-8
COc1ccccc1-c1nnc(NC(=O)C(C)C)s1	0.1	3	5	11	-3	0.3%	-15	0	-12
COc1ccc(OC)c(N=CC2=C(O)CC(C)(C)CC2=O)c1	0.3	-6	1	6	-7	-0.1%	-5	1	-3
